Source: PubChem BioAssay (National Center for Advancing Translational Sciences (NCATS))
A-T KAP1 phos – candidate therapy for ataxia-telangiectasia; […] A-T fibroblasts, KAP-1 phosphorylation AlphaLISA; neocarzinostatin DNA damage 30 min before lysis; Potency, µM (highest dose often 57.5 µM), without a hit: at the highest dose activation, hits mostly activators; 0.19% of 320,000 active; further: potency means the concentration at half of the fitted maximal effect; % of control where 0% means no effect; nearly all actives have a fitted effect of over 45% in size
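hTERT-immortalized A-T patient fibroblasts ([…]), 500 cells/well in OPTI-MEM, 1% FBS, got compounds for 60 min, then NCS for 30 min at 37C. Lysates were then assayed for phospho-KAP-1 by AlphaLISA (anti-pKAP1 donor, anti-KAP1 acceptor beads), 6 hr at 25C.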
Coupling enz – inhibits coupling enzyme system, counter-screen for aldolase hits; coupling enzyme system counterscreen, AmpLite Red fluorescence; activity change, negative = inhibition, % at 58.2 µM, hits read low; 0.67% of 290,000 active; AID 2472; in the data active means activity change below about -30%; further: on the % scale 0 is the no-effect control and ±100 the full control effect
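Final compound at 57.5 uM, incubated 10 min at RT with coupling enzyme reagent (glyceraldehyde-3-phosphate), then 20 min with substrate and AmpLite Red detection. Fluorescence read at 525/598 nm; tests interference with the coupling assay, not aldolase inhibition.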
GALK inh – galactokinase (human) inhibition; 0.007% of 270,000 active; Potency, µM (titrated, usually from 57.5 µM), without a hit: at the highest dose activity change, negative = inhibition, actives largely listed as inhibitors; Purified GALK, Kinase-Glo residual ATP luminescence; P51570; further: potency means the concentration at half of the fitted maximal effect; on the % scale 0 is the no-effect control and ±100 the full control effect
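Kinase-Glo Plus luminescence measured ATP left after a 1 h room-temperature reaction. The reaction used 5 nM GALK, 100 uM galactose and 35 uM ATP at pH 8.0 (20 mM HEPES, 5 mM MgCl2, 60 mM NaCl, 1 mM DTT, 0.01% BSA).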
KCNH2 WT inh – KCNH2 (human, wildtype) channel inhibition; Q12809; U2OS, BacMam KCNH2, thallium flux FluxOr; hits give low values; activity change, % at 1.84 µM; 0.37% of 340,000 active;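 active means maximum activity change below -70%; inconclusive means maximum activity change between -70% and -50%; inactive means maximum activity change above -50%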; further: on the % scale 0 is the no-effect control and ±100 the full control effect
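U2OS cells transduced with wild-type KCNH2 virus are loaded with FluxOr dye for 45 min, and thallium flux is measured in kinetic reads before and after stimulation buffer. Rate constants are normalized to DMSO controls.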
CXXC DNA block – MLL CXXC-DNA interaction inhibition; MLL-CXXC / FITC-HOXA9 DNA fluorescence polarization; Potency, µM (doses to about 115 µM), for inactives: top-dose activity change, negative = inhibition, hits mostly inhibitors; 0.037% of 290,000 active; active means well fitted inhibition curve with a large enough effect in the polarisation, with a control signal flat, not every such curve was filed as active; inconclusive means small, poorly fitted or top-dose-only effect, or effect the other way, or a change in a side signal; inactive means no such curve, though single readings can be large or run the other way; the % refers to the polarisation; further: potency means the concentration at half of the fitted maximal effect
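Purified MLL-CXXC (added from a 7 uM solution) was preincubated 5 min at ambient with pinned compounds in 50 mM Tris-HCl pH 7.5, 50 mM NaCl, 1 mM DTT, 0.05% BSA. Fluorescein-labeled HOX-A9 DNA (50 nM solution) followed, 30 min, then polarization read.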
ASM inhibitor – blocks human secretory acid sphingomyelinase; Potency, µM (top dose mostly 57.5 µM), for inactives: at the top dose activity change, negative = inhibition, usual class: inhibitors; P17405; 0.006% of 340,000 active; placental ASM, HMU-PC fluorogenic substrate, 60 min; further: potency means the concentration at half of the fitted maximal effect
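qHTS format. ASM enzyme prepared from human placenta hydrolyses the fluorogenic substrate HMU-PC0 (9 uM final) over 60 min at 37 °C after a 10 min compound preincubation.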
KCNH2 3.1 block – inhibitors of human KCNH2 3.1 potassium channel isoform; U2OS KCNH2 3.1, thallium flux FluxOr; hits give low values; 0.95% of 340,000 active; activity change, % (tested at about 1.8 µM);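 active means maximum activity change below -70%; inconclusive means maximum activity change from -70% to -50%; inactive means maximum activity change above -50%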;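 further: thallium influx rate constant from kinetic fluorescence after stimulation buffer; on the % scale 0 is the no-effect control and ±100 the full control effect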
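Thallium flux via FluxOr fluorescence (Red40 quencher, 45 min loading) in U2OS cells virally expressing the KCNH2 3.1 isoform (1.77 x 10^8 /mL virus, overnight at 37 C). Rate constants from 2-min kinetic reads post-stimulation, normalised to positive and negative controls.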
MBNL1-CUG inh – MBNL1-poly(CUG) RNA binding inhibition; 0.036% of 280,000 active; AID 2675; Potency, µM (highest dose often 57.5 µM), for the others: at the top dose activity change, negative = inhibition, most hits filed as inhibitors; Q9NR56; TR-FRET MBNL1-His/biotin-(CUG)12 binding, 665/545 ratio; active means well fitted inhibition curve with a large enough effect in the signal ratio, with a control signal flat, not every such curve was filed as active; inconclusive means small, poorly fitted or top-dose-only effect, or effect the other way, or a change in a side signal; inactive means no such curve, though single readings can be large or run the other way; the % refers to the signal ratio; further: potency means the concentration at half of the fitted maximal effect; on the % scale 0 is the no-effect control and ±100 the full control effect
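Compounds (final 92 nM to 58 uM) are added to His-tagged MBNL1 and biotin-(CUG)12, then terbium anti-His antibody and streptavidin-XL665 (5 nM final). After 60 min at room temperature, the 665/545 nm ratio is read.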
TRPV1 agonist – activates the human vanilloid receptor TRPV1; 0.19% of 320,000 active; AID 540275; activation, % at 8.33 µM; TRPV1-expressing cells, Fluo-8 calcium influx, agonist mode; Q8NER1; in the data active means activation above about 80%; inconclusive means between about 30% and that limit; further: 0% is about no effect
Target sequence (Q8NER1 whole entry, looked up): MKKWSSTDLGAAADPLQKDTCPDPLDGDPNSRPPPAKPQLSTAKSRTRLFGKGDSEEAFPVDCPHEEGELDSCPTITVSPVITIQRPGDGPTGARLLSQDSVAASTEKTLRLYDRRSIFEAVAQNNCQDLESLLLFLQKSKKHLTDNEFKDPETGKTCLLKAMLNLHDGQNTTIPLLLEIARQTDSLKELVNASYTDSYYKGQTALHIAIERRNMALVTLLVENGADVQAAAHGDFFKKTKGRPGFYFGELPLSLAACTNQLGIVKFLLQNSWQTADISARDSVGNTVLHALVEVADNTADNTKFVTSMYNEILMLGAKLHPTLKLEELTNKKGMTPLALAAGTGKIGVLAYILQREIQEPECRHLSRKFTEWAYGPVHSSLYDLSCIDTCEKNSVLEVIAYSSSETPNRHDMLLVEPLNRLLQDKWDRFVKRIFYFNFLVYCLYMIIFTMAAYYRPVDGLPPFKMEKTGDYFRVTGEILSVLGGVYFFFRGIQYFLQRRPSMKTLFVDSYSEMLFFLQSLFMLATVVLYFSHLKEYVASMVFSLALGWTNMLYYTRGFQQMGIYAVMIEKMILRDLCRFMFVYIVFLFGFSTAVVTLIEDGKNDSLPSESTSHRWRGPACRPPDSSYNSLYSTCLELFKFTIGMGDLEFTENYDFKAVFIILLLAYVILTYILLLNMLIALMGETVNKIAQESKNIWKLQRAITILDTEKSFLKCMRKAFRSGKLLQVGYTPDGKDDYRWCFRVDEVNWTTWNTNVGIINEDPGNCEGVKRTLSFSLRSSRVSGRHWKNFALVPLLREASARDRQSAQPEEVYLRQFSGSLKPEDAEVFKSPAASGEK
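Fluo-8 calcium influx in TRPV1-expressing cells, kinetic read (ex 480/em 520 nm). Compound added and read 3 min for agonist activity, followed by capsaicin at EC20 final and 2 min further read for enhancement.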
a7 integrin act – activators of alpha7 integrin expression for muscular dystrophy | 0.064% of 350,000 active | alpha7betagal myoblasts, beta-gal FDG fluorescence, 48 h | Potency, µM (doses to about 38.3 µM), without a hit: at the top dose activation, most hits filed as activators | AID 624291;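 further: potency means the concentration at half of the fitted maximal effect; 100% = response of the positive control SU9516; nearly all actives have a fitted effect of over 60% in size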
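Alpha7betagal+/- myoblasts (passage 13) were plated 16-24 hr, then exposed to compounds (1:260 dilution of DMSO stock) for 48 hours at 37C. After MPER lysis, β-galactosidase reporter activity was read as FDG fluorescence (ex 480/em 540) after 30 minutes.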
* hit, by the source's call; ? = inconclusive; nt = not tested or not shown; & = joins results of further samples; [ ] = another dose, or the depositor's remark. Unless noted, the call rests on the fitted dose curve; in most records, active means well fitted curve in the direction sought with a large enough effect; inconclusive means small, poorly fitted or top-dose-only effect, or another doubt; inactive means no such curve, though single readings can be large; an effect the other way counts as inactive or inconclusive.

SMILES	A-T KAP1 phos	Coupling enz	GALK inh	KCNH2 WT inh	CXXC DNA block	ASM inhibitor	KCNH2 3.1 block	MBNL1-CUG inh	TRPV1 agonist	a7 integrin act
CCCCCCN(C(=O)CCCCCN1C(=O)NC(c2ccc(-c3ccccc3)cc2)C(C(=O)OCc2ccccc2)=C1C)C(C(=O)NCCCC)c1ccc(OCC(=O)OC)c(C(=O)OC)c1 (configuration not stated)	16.1%	3.8	-0.8%	nt	5.1%	nt	nt	-2.9%	-11.1	nt
COc1ccc(CN(C)C(=O)c2ccccc2OCc2c(C)noc2C)c(OC)c1	-0.7%	nt	nt	6.5	nt	4.1%	2.6	nt	-0.5	-20.6%
CC(C)Cc1csc(NC(=O)c2ccc(Cl)cc2)c1C(=O)O	0.9%	-19.0	-2.4%	-3.1	-3.3%	14.2%	-4.5	?	1.6	16.9%
c1ccc(OCCOCCSc2ncccn2)cc1	2.2%	-0.5	-0.4%	-7.6	20.4%	0.6%	-2.0	5.0%	10.9	6.1%
CC1CCCN(C(=O)c2cccc(S(=O)(=O)Nc3cc(C(F)(F)F)ccc3Cl)c2)C1 (configuration not stated)	4.2%	11.3	-0.5%	-0.1	?	-1.3%	-13.9	-14.3%	1.1	-5.6%
O=C(CCCn1c(=O)[nH]c2ccccc2c1=O)Nc1ccc(F)cc1	1.7%	1.2	0.8%	-2.7	7.1%	-2.4%	9.7	-2.1%	6.1	8.5%
O=C(O)C1Cc2ccccc2-c2ccccc2C1	21.1%	5.3	-2.1%	2.2	7.6%	4.3%	16.6	0.8%	-1.3	8.5%
COc1cc2c(cc1/C=C1/NC(=O)N(CC(=O)Nc3ccccc3)C1=O)OCO2	4.3%	-0.6	11.3%	6.6	-1.5%	124.2%[activator]	-8.8	4.9%	1.7	10.3%
Cc1c(C(=O)N2CCN(Cc3ccc4c(c3)OCO4)CC2)cccc1[N+](=O)[O-]	7.0%	1.6	nt	-3.7	1.2%	-1.8%	6.8	1.9%	-1.2	-10.2%
COc1ccc(Cl)cc1NC(=O)CN(C)C(=O)CN1C(=O)NC(C)(c2ccc3ccccc3c2)C1=O (configuration not stated)	nt	nt	nt	-7.1	nt	-11.6%	-89.1*	nt	nt	-16.5%
CCOC(=O)COc1ccc(C(=O)Nc2cccc(Cl)c2C)cc1	-4.4%	0.4	1.3%	0.3	4.9%	-1.2%	7.4	2.0%	18.1	-11.6%
O=C(Nc1cccc(F)c1)c1ccc(Br)o1	-4.2%	-15.2&-7.3	nt	2.7	-2.5%	-7.0%	6.9	-10.3%	-4.0	22.9%
COC(=O)[C@H](CCSC)NC(=O)Nc1ccc(S(N)(=O)=O)cc1	9.4%	1.5	0.1%	-12.9	-5.3%	2.3%	-3.1	-2.3%	2.7	-13.3%
COc1ccccc1N1CCN(C(=O)c2ccc(NC3=NC4CS(=O)(=O)CC4S3)cc2)CC1 (configuration not stated)	-4.6%	1.0	nt	4.6	nt	5.8%	20.4	-21.7%	0.7	17.9%
CCNC(=S)Nc1scc(-c2ccccc2)c1C(=O)OCC	-4.5%	1.9	0.2%	14.8	0.2%	-9.7%	nt	nt	23.1	16.5%
CC[C@H](C)C1NC(=O)[C@H](CC(=O)O)NC(=O)c2cc([N+](=O)[O-])cc(I)c2NCCC(C(N)=O)NC1=O (some centres not stated)	-1.0%	-2.1	nt	-10.8	3.8%	-2.2%	-38.8	?	-2.6	-3.6%
Cc1cc(NS(=O)(=O)c2ccc(NC(=O)COc3ccc(Br)cc3)cc2)nc(C)n1	-1.3%	6.2	-2.9%	-10.4	30.6%[activator]	-1.3%	-15.8	-4.8%	2.3	-7.3%
O=C(NCCc1ccc(C(F)(F)F)cc1)C1CCC(=O)N(C2CC2)C1 (configuration not stated)	3.8%	2.6	-2.5%	-6.0	-8.4%	1.4%	2.6	8.7%	2.3	-13.2%
NC(=O)C1=C[C@H](c2csc3ccccc23)C[C@H](OCCCCO)O1	-21.6%	-5.9	-0.5%	7.0	-13.3%	-4.2%	0.1	6.4%	1.5	-19.4%
C[C@H](NC(N)=O)C(=O)OCC(=O)NCc1cccs1	-0.7%	-1.4	4.6%	17.5	7.7%	4.9%	7.2	-2.4%	-0.4	19.4%
COc1cccc(NC(=S)NNC(=O)CCn2cc([N+](=O)[O-])cn2)c1	-3.4%	0.8	-2.0%	-1.0	-6.4%	1.3%	-5.1	-1.5%	1.3	-2.6%
C/C(=N\Nc1cccc2cccnc12)c1ccccc1O	-0.6%	-0.9	5.4%	-10.9	17.5%	-11.7%	3.6	-3.2%	3.7	0.0%
CNC(=S)Nc1ccc(C23CC4CC(CC(C4)C2)C3)cc1	-1.9%	3.5	1.7%	-1.1	2.6%	-7.5%	nt	-5.4%	?	13.5%
O=[N+]([O-])c1ccc(OCc2nnc(-c3ccccc3)o2)cc1	-3.3%	-1.3	13.1%	0.5	1.6%	-0.5%	-32.0	7.2%	14.7	-21.9%
CC(=O)/C(=N\Nc1ccc(C)cc1)N1CCOCC1	2.3%	0.8	1.5%	4.4	2.9%	-0.6%	4.6	-2.7%	?	3.4%
Cc1ccc2nc(-c3ccccc3)cc(C(=O)NCC(c3ccco3)N(C)C)c2c1 (configuration not stated)	0.2%	nt	nt	-1.5	nt	-1.4%	-0.6	nt	14.1	-22.7%
COc1ccccc1CNC(=O)c1c(-c2ccccc2)nn(-c2ccccc2)c1C	-1.7%	-0.1	-0.1%	-13.9	1.4%	-3.7%	-8.1	15.9%	28.5	-2.4%
COCCNc1c(-c2ccc(OC)c(OC)c2)nc2ccc(Cl)cn12	-2.3%	2.5	2.0%	1.1	-0.4%	72.3%[activator]	-7.9	17.2%	-7.5	-36.5%
Nc1ccccc1-c1nc2ccccc2[nH]c1=O	3.1%	2.0	0.9%	4.5	1.1%	1.4%	6.8	?	1.2	-12.8%
Cc1nc2cc(NS(=O)(=O)c3c(C)c(C)cc(C)c3C)ccc2s1	4.9%	-22.8	-3.5%	-2.7	-9.0%	-19.0%	12.5	-32.1%	2.1	-32.6%

Two records picked at random from those above:
SMILES	A-T KAP1 phos	Coupling enz	GALK inh	KCNH2 WT inh	CXXC DNA block	ASM inhibitor	KCNH2 3.1 block	MBNL1-CUG inh	TRPV1 agonist	a7 integrin act
Cc1c(C(=O)N2CCN(Cc3ccc4c(c3)OCO4)CC2)cccc1[N+](=O)[O-]	7.0%	1.6	nt	-3.7	1.2%	-1.8%	6.8	1.9%	-1.2	-10.2%
O=C(Nc1cccc(F)c1)c1ccc(Br)o1	-4.2%	-15.2&-7.3	nt	2.7	-2.5%	-7.0%	6.9	-10.3%	-4.0	22.9%

Next structures follow:
SMILES	A-T KAP1 phos	Coupling enz	GALK inh	KCNH2 WT inh	CXXC DNA block	ASM inhibitor	KCNH2 3.1 block	MBNL1-CUG inh	TRPV1 agonist	a7 integrin act
Cc1cc(NC(=O)Cc2ccc(Br)cc2)no1	10.0%	-0.1	-3.6%	-8.1	2.1%	-1.8%	-0.9	-3.0%	3.0	-2.5%
COC(=O)CCNS(=O)(=O)c1ccc2ccccc2c1	12.4%	2.2	2.0%	0.0	-2.6%	-1.0%	-0.2	-5.6%	-0.3	0.1%
CC(C)(C)SCCNC(=O)CN(c1ccccc1)S(=O)(=O)c1ccc(F)cc1	3.4%	1.1	1.0%	3.9	-0.3%	-4.9%	11.4	-2.9%	?	-23.4%
CCN(C(=O)COC(=O)c1cc(=O)[nH]c2ccccc12)C1CCS(=O)(=O)C1 (configuration not stated)	2.8%	-9.6	-1.1%	-9.7	1.0%	34.9%[activator]	8.4	?	-4.0	23.5%
CCCCn1c(SCC(=O)N2CCCC2)nnc1-c1ccccc1	-3.7%	0.2	0.1%	-8.2	-1.2%	4.1%	-2.3	-3.4%	3.7	-22.3%
N#CCCN(C(=O)CCl)c1cccc(Cl)c1	-4.6%	2.5	-0.8%	-8.3	7.2%	0.7%	1.7	nt	-4.9	-53.1%[inhibitor]
CS(=O)(=O)N1CCCC(C(=O)N2CCN(c3cccc(Cl)c3)CC2)C1 (configuration not stated)	-3.2%	0.2	-0.2%	-11.6	40.9%[activator]	0.8%	-16.7	1.5%	6.6	15.2%
O=C1N(CN2C(=O)C3(OCCO3)c3ccccc32)c2ccccc2C12OCCO2	1.6%	0.1	-2.3%	2.4	3.6%	-1.4%	-2.9	-4.5%	6.2	11.4%
Cc1cccc(NC(=O)Nc2c(C)n(C)n(-c3ccccc3)c2=O)c1	10.3%	0.8	3.4%	-102.1*	-0.1%	1.0%	0.3	-5.4%	6.4	9.5%
CCCC(=O)Nc1nc(C)c(C(C)=O)s1	-4.4%	0.6	-3.6%	8.2	10.3%	0.8%	-1.3	30.0%[activator]	-2.4	6.7%
